Screens: PubChem, NCI
Growth percent in the NCI-60 one-dose screen (48 h, 10 µM unless noted): 100 = growth as untreated, 0 = no growth, -100 = all killed.
RPMI-8226: RPMI-8226 leukemia cells. AID 1794781. 77,000 compounds, 7.5% hits
MDA-MB-468: MDA-MB-468 breast cancer. 78,000 compounds, 8.5% hits. AID 2202374
HOP-62: HOP-62 NSCLC | AID 1794735 | 80,000 compounds, 3.9% hits
K-562: K-562 leukemia. 78,000 compounds, 7.4% hits
MDA-MB-435: MDA-MB-435 melanoma. 82,000 compounds, 7.8% hits. AID 1794794
CCRF-CEM: CCRF-CEM leukemia; 77,000 compounds, 7% hits; AID 1794778
MOLT-4: MOLT-4 leukemia cells | 80,000 compounds, 6.9% hits
SR: SR leukemia cells | 73,000 compounds, 8.7% hits
* marks the source's active call; other numbers are inactive results; & = joins results of further samples. Rule for the calls: active = growth percent below 10; inactive = the rest.

How did CSc1nc2ccccc2cc1Cc1cc(-c2ccccc2)n[nH]c1=O do in these assays?
RPMI-8226: 90.5; MDA-MB-468: 97.3; HOP-62: 85.4; K-562: 88.1; MDA-MB-435: 101.3; CCRF-CEM: 92.0; MOLT-4: 93.7; SR: 96.3

What do the screens show for `COc1cc(/C=C2\CCCC3=C2NC(C)=NC3c2cc(OC)c(OC)c(OC)c2)cc(OC)c1OC` (centres undefined)?
RPMI-8226: -15.1*; MDA-MB-468: -4.6*; HOP-62: 22.0; K-562: 11.1; MDA-MB-435: 5.2*; CCRF-CEM: -19.1*; MOLT-4: -22.9*

Results for OC(CNc1ccc(CSc2ccccc2)cc1)c1ccccc1 (centres undefined) ?
RPMI-8226: 90.3; MDA-MB-468: 107.7; HOP-62: 103.3; K-562: 95.3; MDA-MB-435: 108.7; CCRF-CEM: 93.9; MOLT-4: 85.7; SR: 85.6

What do the screens show for `COc1ccc2c(=O)cc(-c3cccnc3)oc2c1OC`?
MDA-MB-468: 102.4; HOP-62: 96.7; K-562: 105.5; MDA-MB-435: 104.3; MOLT-4: 95.4

How did C/C(=N/NC(=S)NC1CCCCC1)c1sc(Nc2ccc(Cl)cc2)nc1C do in these assays?
RPMI-8226: 97.4; MDA-MB-468: 101.0; HOP-62: 100.2; K-562: 97.1; MDA-MB-435: 90.7; CCRF-CEM: 90.7; MOLT-4: 81.5; SR: 105.0

Results for Nc1c(N=Nc2ccc([N+](=O)[O-])cc2)cc(S(=O)(=O)O)c2ccccc12 ?
RPMI-8226: 103.4; MDA-MB-468: 105.5; HOP-62: 97.9; K-562: 106.7; MDA-MB-435: 96.6; CCRF-CEM: 104.4; MOLT-4: 108.4; SR: 96.7

Results for Cc1ccc(N=NNc2ccc(C)cc2)cc1 ?
RPMI-8226: 97.6; MDA-MB-468: 103.5; HOP-62: 73.9; K-562: 101.0; MDA-MB-435: 93.4; CCRF-CEM: 75.3; MOLT-4: 79.1; SR: 79.4

How did C(=C\c1ccccn1)/c1ccncc1 do in these assays?
RPMI-8226: 96.2; MDA-MB-468: 71.3; HOP-62: 96.0; K-562: 105.6; MDA-MB-435: 106.6; CCRF-CEM: 107.9; MOLT-4: 98.2; SR: 103.4

How did COc1ccc(C2=Nc3c/c(=C\c4c(O)[nH]c5ccc(OC)cc45)ccc3=N2)cc1 do in these assays?
RPMI-8226: 75.2; HOP-62: 65.2; K-562: 67.4; MDA-MB-435: 65.6; CCRF-CEM: 53.6; MOLT-4: 48.5; SR: 73.2

What do the screens show for `NS(=O)(=O)c1ccc(N2C(=O)c3nccnc3C2=O)cc1`?
RPMI-8226: 103.1; MDA-MB-468: 103.5; HOP-62: 88.7; K-562: 115.8; CCRF-CEM: 99.5; MOLT-4: 87.8; SR: 88.6

Results for CSc1nc(N)c2c(n1)NC(c1ccccc1)C1CCc3ccccc3C1=N2 (centres undefined) ?
RPMI-8226: 36.6; MDA-MB-468: 76.4; HOP-62: 64.4; K-562: 47.7; MDA-MB-435: 55.9; CCRF-CEM: 20.0; MOLT-4: 27.9; SR: 8.2*

What do the screens show for `CC(C)(C)c1nn(-c2ccccc2)c2c1COCN2Cc1ccncc1`?
MDA-MB-468: 100.5; HOP-62: 99.5; K-562: 76.7; MDA-MB-435: 113.7; MOLT-4: 80.7; SR: 91.2

How did COc1ccc2c(ccc[n+]2C)c1 do in these assays?
RPMI-8226: 85.4; MDA-MB-468: 81.5; HOP-62: 105.8; MDA-MB-435: 110.3; CCRF-CEM: 98.3; MOLT-4: 110.7; SR: 114.6

Results for C/C(=C(/C)C1CC1CCN(C(=O)c1cccs1)S(=O)(=O)c1ccc(C)cc1)C1CCCCC1 (centres undefined) ?
RPMI-8226: 88.2; MDA-MB-468: 79.5; HOP-62: 96.9; K-562: 85.3; MDA-MB-435: 101.4; CCRF-CEM: 90.8; MOLT-4: 89.5; SR: 127.0

Results for O=C(OC(c1ccccc1)c1nccc2ccccc12)c1ccccc1 (centres undefined) ?
RPMI-8226: 103.8; MDA-MB-468: 97.1; HOP-62: 89.2; K-562: 92.6; MDA-MB-435: 103.1; CCRF-CEM: 102.2; MOLT-4: 94.7; SR: 50.2

An excerpt from the list above, for reference:
Results for OC(CNc1ccc(CSc2ccccc2)cc1)c1ccccc1 (centres undefined) ?
RPMI-8226: 90.3; MDA-MB-468: 107.7; HOP-62: 103.3; K-562: 95.3; MDA-MB-435: 108.7; CCRF-CEM: 93.9; MOLT-4: 85.7; SR: 85.6

What do the screens show for `COc1ccc2c(=O)cc(-c3cccnc3)oc2c1OC`?
MDA-MB-468: 102.4; HOP-62: 96.7; K-562: 105.5; MDA-MB-435: 104.3; MOLT-4: 95.4

How did C/C(=N/NC(=S)NC1CCCCC1)c1sc(Nc2ccc(Cl)cc2)nc1C do in these assays?
RPMI-8226: 97.4; MDA-MB-468: 101.0; HOP-62: 100.2; K-562: 97.1; MDA-MB-435: 90.7; CCRF-CEM: 90.7; MOLT-4: 81.5; SR: 105.0

Results for Nc1c(N=Nc2ccc([N+](=O)[O-])cc2)cc(S(=O)(=O)O)c2ccccc12 ?
RPMI-8226: 103.4; MDA-MB-468: 105.5; HOP-62: 97.9; K-562: 106.7; MDA-MB-435: 96.6; CCRF-CEM: 104.4; MOLT-4: 108.4; SR: 96.7

Results for Cc1ccc(N=NNc2ccc(C)cc2)cc1 ?
RPMI-8226: 97.6; MDA-MB-468: 103.5; HOP-62: 73.9; K-562: 101.0; MDA-MB-435: 93.4; CCRF-CEM: 75.3; MOLT-4: 79.1; SR: 79.4

How did C(=C\c1ccccn1)/c1ccncc1 do in these assays?
RPMI-8226: 96.2; MDA-MB-468: 71.3; HOP-62: 96.0; K-562: 105.6; MDA-MB-435: 106.6; CCRF-CEM: 107.9; MOLT-4: 98.2; SR: 103.4

(cont.)
How did COc1cc2c(c(OC)c1OC)-c1c(cc3c(c1OC)OCO3)C1OC2C(C)C1C (centres undefined) (tested in a mixture with another compound) do in these assays?
RPMI-8226: 154.5; HOP-62: 159.5; K-562: 89.1; MDA-MB-435: 101.1; CCRF-CEM: 186.2; MOLT-4: 199.9; SR: 105.7

Results for COc1ccc(C2=NN(C(C)=O)C(c3ccc4c(c3)OCO4)C2)cc1 (centres undefined) ?
MDA-MB-468: 91.8; HOP-62: 96.9; K-562: 80.2; MDA-MB-435: 105.1; CCRF-CEM: 72.3; MOLT-4: 78.8; SR: 88.5

How did O=C(c1ccc(Cl)cc1)C(O)c1ccc(Cl)cc1 (centres undefined) do in these assays?
RPMI-8226: 95.4; MDA-MB-468: 101.6; HOP-62: 94.3; K-562: 101.7; MDA-MB-435: 102.6; MOLT-4: 84.0; SR: 86.7

Results for C=CCn1c(C)nc2cc(Nc3nc(Nc4ccc5nc(C)n(CC=C)c5c4)nc4ccccc34)ccc21 ?
RPMI-8226: 98.8; MDA-MB-468: 118.4; HOP-62: 100.7; K-562: 101.9; MDA-MB-435: 107.5; CCRF-CEM: 94.8; MOLT-4: 101.3; SR: 106.3

What do the screens show for `COc1cccc(-c2nn(C(C)(C)C)cc2-c2ccnc(NCCCNS(=O)(=O)c3ccc(F)cc3)c2)c1`?
RPMI-8226: 62.1&102.7; MDA-MB-468: 79.7&103.2; HOP-62: 104.1&101.8; K-562: 42.6&100.0; MDA-MB-435: 94.4&106.7; CCRF-CEM: 88.6&101.3; MOLT-4: 62.6&103.0; SR: 66.9

How did CN(C)CCOc1cccc(NC2=C(Cl)C(=O)C(Nc3cccc(OCCN(C)C)c3)=C(Cl)C2=O)c1 do in these assays?
RPMI-8226: -46.9*; MDA-MB-468: -47.1*; HOP-62: -82.9*; K-562: -30.7*; MDA-MB-435: -68.6*; CCRF-CEM: -26.6*; MOLT-4: -38.5*; SR: -18.2*

What do the screens show for `Nc1ncnc2c1ncn2[C@@H]1O[C@H](C[C@H](N)CCC[C@H](N)C(=O)O)[C@@H](O)[C@H]1O`?
RPMI-8226: 103.7; MDA-MB-468: 105.9; HOP-62: 107.0; K-562: 103.8; MDA-MB-435: 101.7; CCRF-CEM: 100.4; MOLT-4: 109.4; SR: 101.1

Results for CC(C)[C@@H](C(=O)N(C(=O)NC1CCCCC1)C1CCCCC1)N1C(=O)c2ccccc2C1=O ?
RPMI-8226: 116.8; MDA-MB-468: 93.5; HOP-62: 71.7; K-562: 96.7; MDA-MB-435: 104.0; CCRF-CEM: 111.4; MOLT-4: 75.8; SR: 73.0

What do the screens show for `O=C(NCCCl)Nc1ncccc1OCc1ccc(Cl)cc1`?
RPMI-8226: 103.9; MDA-MB-468: 93.7; HOP-62: 106.3; K-562: 101.7; MDA-MB-435: 93.1; CCRF-CEM: 96.2; MOLT-4: 95.2; SR: 74.8

How did O=C1NC(=O)c2cc(Br)ccc21 do in these assays?
RPMI-8226: 110.9; MDA-MB-468: 117.8; HOP-62: 92.3; K-562: 103.1; MDA-MB-435: 101.5; CCRF-CEM: 106.8; MOLT-4: 99.5; SR: 106.8

How did Cc1ccc2nc3ccccc3c(NCc3ccccc3)c2c1 do in these assays?
RPMI-8226: 6.8*; MDA-MB-468: -11.0*; HOP-62: 43.5; K-562: 10.9; MDA-MB-435: 58.2; CCRF-CEM: 34.9; SR: 4.1*

Results for O=C1Nc2ccccc2/C1=C/c1c[nH]c2ccc(C(=O)O)cc12 ?
RPMI-8226: 101.2; HOP-62: 99.2; K-562: 92.9; MDA-MB-435: 97.6; CCRF-CEM: 102.9; MOLT-4: 31.6

What do the screens show for `O=C1N/C(=N/c2nc(-c3ccccc3Cl)cc(-c3ccc(Cl)cc3Cl)n2)S/C1=C/c1ccc(Cl)cc1`?
RPMI-8226: 83.6; MDA-MB-468: 34.2; HOP-62: 80.2; K-562: 37.6; MDA-MB-435: 32.1; CCRF-CEM: 75.5; MOLT-4: 94.2; SR: 32.4

Results for Cc1ccc(S(=O)(=O)Oc2ccc(-c3ccccc3)cc2)cc1 ?
RPMI-8226: 81.1; MDA-MB-468: 96.4; HOP-62: 127.8; K-562: 94.2; MDA-MB-435: 96.4; MOLT-4: 87.4; SR: 65.2

What do the screens show for `O=C1c2c(c3c4ccccc4[nH]c3c3ccc4ccccc4c23)C(=O)N1CCN1CCNCC1`?
RPMI-8226: -35.0*; MDA-MB-468: 76.5; HOP-62: 61.3; K-562: -41.5*; MDA-MB-435: 80.9; CCRF-CEM: 0.4*; MOLT-4: -20.3*; SR: -13.3*

Results for CCOC(=O)C(C(C)=O)C(C(C)=O)C(=O)OCC (centres undefined) ?
RPMI-8226: 107.4; MDA-MB-468: 103.4; HOP-62: 95.5; K-562: 97.5; MDA-MB-435: 101.4; CCRF-CEM: 95.8; MOLT-4: 100.2; SR: 103.4

Results for Cc1nn(C2CC(O)C(O)C(CO)O2)c(=O)[nH]c1=O (centres undefined) ?
RPMI-8226: 100.3; MDA-MB-468: 111.4; HOP-62: 105.8; K-562: 101.0; MDA-MB-435: 106.7; CCRF-CEM: 89.9; MOLT-4: 112.7; SR: 131.6

How did NC(N)=NCCC[C@@H](NC(=O)[C@@H](Cc1ccccc1)NC(=O)Cc1ccc(Cl)cc1)C(=O)NCC(=O)NCc1cn(CCNC(=O)C23CC4CC(CC(C4)C2)C3)nn1 do in these assays?
RPMI-8226: 95.8; MDA-MB-468: 86.2; HOP-62: 102.4; MDA-MB-435: 99.1; CCRF-CEM: 95.3; SR: 96.9

Results for Cc1ccccc1C(=O)c1ccccc1 ?
RPMI-8226: 109.8; MDA-MB-468: 115.2; HOP-62: 99.9; MDA-MB-435: 101.5; CCRF-CEM: 101.8; MOLT-4: 106.7

How did COc1cc(/C=C/C(=O)C(=Cc2ccc(F)c(F)c2)C(=O)/C=C/c2ccc(O)c(OC)c2)ccc1O do in these assays?
RPMI-8226: 19.9; MDA-MB-468: 25.6; HOP-62: 22.1; K-562: 13.7; MDA-MB-435: 0.1*; CCRF-CEM: 10.0*; MOLT-4: 12.2; SR: 18.2

Results for O=[N+]([O-])c1cccc(Cl)c1 ?
RPMI-8226: 110.1; MDA-MB-468: 106.2; HOP-62: 95.5; K-562: 117.2; MDA-MB-435: 108.3; CCRF-CEM: 105.7; MOLT-4: 87.0; SR: 97.6

What do the screens show for `CCN1CCN(Cc2ccc(NC(=O)Nc3cccc(-n4ccc5c(NC(=O)c6ccccc6)nccc54)c3)cc2C(F)(F)F)CC1`?
RPMI-8226: 99.1; MDA-MB-468: 20.2; HOP-62: 72.6; K-562: 49.3; MDA-MB-435: 9.6*; CCRF-CEM: 78.7; MOLT-4: 112.4; SR: 64.3

How did COc1ccc(OC)c(-c2cc(-c3c[nH]c4ccccc34)nc(N)c2C#N)c1 do in these assays?
RPMI-8226: 6.3*; MDA-MB-468: -9.5*; HOP-62: 10.0*; K-562: 8.6*; MDA-MB-435: -5.0*; CCRF-CEM: 9.0*; MOLT-4: 7.6*; SR: 8.5*

How did COc1cc(OC)cc(C2=C3CC[C@@H]4[C@H](CC[C@]5(C)C(=O)CC[C@@H]45)C3=CC3C(O)c4cccnc4N4C(=O)COC234)c1 (some centres undefined) do in these assays?
RPMI-8226: 96.2; MDA-MB-468: 105.5; HOP-62: 95.3; K-562: 92.7; MDA-MB-435: 104.4; CCRF-CEM: 104.1; MOLT-4: 96.2; SR: 82.3

What do the screens show for `Cc1ccc(CSc2nc(-c3ccc(F)cc3)c(C#N)c(N3CCN(c4ccccc4)CC3)n2)cc1`?
RPMI-8226: 81.6; MDA-MB-468: 86.4; HOP-62: 103.6; K-562: 82.0; MDA-MB-435: 89.7; CCRF-CEM: 90.5; MOLT-4: 99.2

Results for Cc1ccc2nc(-c3ccc(N4C(=O)/C(=C/c5ccc(F)cc5)N=C4c4ccccc4)cc3)sc2c1 ?
RPMI-8226: 73.5; HOP-62: 99.1; K-562: 81.1; MDA-MB-435: 90.6; CCRF-CEM: 60.7; MOLT-4: 48.2; SR: 87.9
